ARNT TACC3 PPI – disruptors of ARNT/TACC3 protein interaction, primary screen, biochemical, AlphaScreen, single concentration; Transforming acidic coiled-coil-containing protein 3 (Homo sapiens), Q9Y6A5; inhibition, % at 9.99 µM; AlphaScreen His-ARNT PAS-B/GST-TACC3 binding, luminescence; TACC3 fragment carries E629A point mutation; 390,000 tested, 0.66% active;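 active = mean inhibition of replicates at least 50% and at least half of replicates each reaching 50%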;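 also: 0% = complete ARNT plus TACC3 wells and 100% = ARNT alone without TACC3; many hits fall short of the cut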
RAD54 inh – inhibitors of human RAD54 branch migration, primary screen, biochemical, fluorescence, single point; DNA repair and recombination protein RAD54-like (Homo sapiens), Q92698; RAD54 Holliday junction branch migration, FAM/BHQ fluorescence; inhibition, % at 10.4 µM; 360,000 tested, 0.14% active;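 active = mean normalized replicate activity at least 40 and at least half of replicates scoring 40 or more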;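 also: 0% = median of neutral control wells and 100% = median of positive control wells; inhibitors cause a drop in the FAM fluorescence signal; in these data hits start at about 50%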
CASP6 VEID inh – human caspase-6 inhibitors, primary screen, biochemical, VEID-R110 fluorescence, single point, set 2. purified caspase-6, Z-VEID-R110 cleavage fluorescence. inhibition, % at 12.5 µM. 350,000 tested, 0.53% active. AID 686996, 2013;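 active = mean inhibition across replicates at least about 35%, with every replicate also reaching that limit, limit read from the data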;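 also: 0% = median of neutral control wells and 100% = no fluorescence left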
esBAF inh – Bmi1 luciferase reporter increase in mESCs, primary screen, esBAF inhibitor project, mouse ES cells, Bmi1 luciferase knock-in, single point. reporter increase, % at 12.5 µM. 350,000 tested, 2% active. AID 602393, 2012. 24 h; 100% = twice the neutral-well signal; in the data active = activation above about 40%;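 also: 0% = median of the plate's neutral control wells and 100% = double that signal; a rise in the Bmi1 reporter signal indicates esBAF inhibition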
RAD52 inh – RAD52 DNA annealing inhibitors, primary screen, biochemical, FRET, single point, set 2. DNA repair protein RAD52 homolog (Homo sapiens), P43351. recombinant RAD52 DNA annealing, FRET fluorescence. inhibition, % at 18.7 µM. 360,000 tested, 0.46% active;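 active = every replicate showing at least 50% inhibition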
Target sequence (P43351 whole entry, looked up): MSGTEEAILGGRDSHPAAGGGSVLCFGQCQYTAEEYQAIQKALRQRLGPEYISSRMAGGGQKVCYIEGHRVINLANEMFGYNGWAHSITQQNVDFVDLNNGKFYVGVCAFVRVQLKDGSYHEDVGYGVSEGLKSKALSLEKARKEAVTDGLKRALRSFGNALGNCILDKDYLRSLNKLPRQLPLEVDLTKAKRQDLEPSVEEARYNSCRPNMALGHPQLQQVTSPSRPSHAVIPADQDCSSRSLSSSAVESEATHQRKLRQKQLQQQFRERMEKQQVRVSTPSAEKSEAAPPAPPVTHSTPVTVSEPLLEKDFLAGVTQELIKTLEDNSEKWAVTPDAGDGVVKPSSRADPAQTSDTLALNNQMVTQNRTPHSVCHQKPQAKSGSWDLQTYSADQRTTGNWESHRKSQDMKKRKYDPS
ERp5 block – inhibitors of ERp5-driven insulin aggregation, primary screen, biochemical, turbidity, absorbance 650 nm, single point | Protein disulfide-isomerase A6 (Homo sapiens), Q15084 | 90 min | inhibition, % at 9.99 µM | 350,000 tested, 0.05% active;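 active = mean replicate inhibition above about 25%, with every replicate also reaching it, limit read from the data, passing the limit was not always enough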
Target sequence (Q15084 whole entry, looked up): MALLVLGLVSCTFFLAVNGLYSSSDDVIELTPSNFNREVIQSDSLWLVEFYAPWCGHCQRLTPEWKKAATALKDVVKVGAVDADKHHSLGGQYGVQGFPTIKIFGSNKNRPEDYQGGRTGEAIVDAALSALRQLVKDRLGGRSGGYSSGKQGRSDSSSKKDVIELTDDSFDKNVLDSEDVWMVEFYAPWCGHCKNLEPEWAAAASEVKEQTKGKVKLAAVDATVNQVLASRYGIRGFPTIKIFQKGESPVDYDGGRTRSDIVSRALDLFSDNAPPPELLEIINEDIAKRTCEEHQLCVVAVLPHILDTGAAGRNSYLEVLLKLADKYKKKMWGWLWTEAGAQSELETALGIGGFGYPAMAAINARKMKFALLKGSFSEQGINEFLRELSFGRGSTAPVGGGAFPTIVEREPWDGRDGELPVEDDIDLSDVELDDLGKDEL
E-selectin induc – E-selectin induction in HUVECs, primary screen, imaging, HUVEC, immunofluorescence imaging, single point; P16581; normalized: neutral wells 0, TNF-alpha wells 100; activation, % at 7.58 µM; 260,000 tested, 0.37% active; AID 686992, 2013;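 active = mean E-selectin-positive cell signal at least 10% of the positive control, reached in at least 60% of replicates, without over 20% cell loss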;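 also: in these data hits start at about 27%; measured in HUVEC primary endothelial cells; signal is the percent of cells scored E-selectin positive by PE staining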
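Assay system: HUVEC primary endothelial cells. Input: 3,000 HUVEC seeded per well. Doses: one compound dose added by pin transfer. Read-out basis: % PE-positive cells. Benchmarks: TNF-alpha high, DMSO low. Detection: immunofluorescence imaging. Buffer or medium: EGM-2, gelatin.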
PglD inh – C. jejuni PglD acetyltransferase inhibitors, primary screen, biochemical, DTNB colorimetric, single point. UDP-N-acetylbacillosamine N-acetyltransferase PglD (Campylobacter jejuni). inhibition, % at 12.5 µM. purified PglD enzyme, DTNB colorimetric CoA detection. AID 602405, 2012. 360,000 tested, 0.098% active; in the data active = inhibition above about 16%, passing the limit was not always enough; also: strong numbers were not always called active
Active calls of the source: *; · = not tested or not shown; & = joins results of further samples.

SMILES	ARNT TACC3 PPI	RAD54 inh	CASP6 VEID inh	esBAF inh	RAD52 inh	ERp5 block	E-selectin induc	PglD inh
OC[C@@H]1CN(Cc2cccs2)C[C@H](n2cnc3c(NCc4ccncc4)ncnc32)O1	·	-5.5	-0.2	0.4	-75.2	6.8	·	-1.2
COc1ccc(N/C=C(\C#N)S(=O)(=O)c2ccc(Cl)cc2)c(OC)c1	-15.7	1.5	0.0	-0.4	-14.8	1.6	0.0	7.0
COc1ccccc1C1C(C(N)=O)=C(C)Nc2ncnn21 (stereo unspecified)	5.9	-4.1	·	-4.6	·	·	·	-1.9
Cc1cccc2cc(C(c3nnnn3Cc3ccc4c(c3)OCO4)N3CCCC3)c(=O)[nH]c12 (stereo unspecified)	1.7	0.3	·	-4.1	·	·	·	-1.7
Clc1cccc(Cc2c(-c3ccco3)nc3ccc(Cl)cn23)c1	·	-7.0	9.0	-3.1	-35.3	1.0	-0.3	-3.4
O=C(Nc1ccc2c(c1)OCO2)N1CCN(Cc2ccco2)CC1	3.1	·	-1.5	·	-11.4	-23.2	·	·
CN(C[C@H]1[C@@H](c2ccccc2)[C@H](CO)N1Cc1ccccn1)S(C)(=O)=O	37.0	6.5	·	6.4	-26.5	10.7	0.4	5.2
COc1ccc(-c2cc(C(F)(F)F)nc(SCCC(=O)N3CCN4CCCC4C3)n2)cc1 (stereo unspecified)	7.7	-7.7	·	-1.7	·	·	·	0.4
CCOc1ccc(NC(=S)NCCCN2CCN(C3CCCCC3)CC2)cc1	1.8	-8.6	-14.5	-5.6	0.6	5.4	·	0.5
CCCNC(=O)N1CC2(CCN(C(=O)C3CCCC3)CC2)c2c([nH]c3cc(OC)ccc23)[C@H]1CO	·	·	-1.9	·	1.7	-4.5	-0.1	·
CNC(=O)C[C@H]1C(=O)N(C2CCCCC2)C[C@@H]1CSC	·	12.1	1.3	-10.3	-6.1	-4.9	0.0	-2.1
O=[N+]([O-])c1cccc(-c2cc3cccc[n+]3cc2-c2cccc([N+](=O)[O-])c2)c1	-5.6	4.0	·	-0.6	·	·	-0.4	2.4
O=C(CSc1nc2ccccc2c(=O)[nH]1)c1cccs1	5.7	-4.8	0.5	15.2	-0.1	2.0	·	1.5
COc1ccc(-n2c(=O)c3c4c(sc3n(CC(=O)NCC3CCCO3)c2=O)CCCC4)c(OC)c1 (stereo unspecified)	7.0	-1.9	0.3	3.5	-9.3	0.3	·	10.2
COc1ccc2c3c(n(C)c2c1)[C@H](CO)N(C(=O)NC(C)C)CC31CN(CC2CC2)C1	·	·	-2.7	·	3.3	-0.2	0.3	·
COc1cccc(NC(=O)N[C@H]2C=C[C@H](CC(=O)N3CCCCC3)O[C@@H]2CO)c1	-12.0	-4.6	0.0	-0.6	-4.2	-0.9	-1.3	15.5
C[C@@H]1CN([C@H](C)CO)C(=O)c2cc(NC(=O)Cc3cn(C)c4ccccc34)ccc2O[C@@H]1CN(C)S(=O)(=O)c1cn(C)cn1	-1.2	-7.9	2.6	2.0	8.9	-3.8	·	-1.2
COc1ccc(CC(=O)Nc2nc(C(C)(C)C)cs2)cc1	-2.4	6.3	2.3	6.3	-7.0	1.0	·	0.5
Cc1c(C(=O)/C=C/N(C)C)nnn1-c1ccc(F)c(Cl)c1	·	6.2	-0.4	·	-235.6	2.5	-0.2	6.3
CN1c2ccc(C#Cc3cccnc3)cc2[C@@H]2[C@@H](CCN2S(=O)(=O)c2ccccc2)[C@H]1CO	19.5	-8.9	-10.1	11.3	21.0	-2.2	-0.5	2.7
CC(C)C[C@H](NC(=O)c1cccs1)C(=O)N1CCC[C@H]1C(=O)NCc1ccccc1	·	·	-0.4	·	-3.6	4.0	0.0	·
CC(C)C[C@H](NC(=O)CCn1nnc2ccccc2c1=O)C(=O)O	-3.2	·	-1.3	-1.8	-3.0	-0.1	-0.2	·
CN1CCN(NC(=O)CN2C(=O)S/C(=C\c3c(Cl)cccc3Cl)C2=O)CC1	3.3	·	-0.2	·	-18.1	1.6	·	·
O=C(Cc1nnc(NC(=O)Nc2ccc(F)cc2)s1)Nc1ccccc1	-9.2	5.2	-1.4	·	-15.5	-0.6	·	-4.7
COc1cccc(-c2ccc([C@@H]3[C@@H](CO)N4C(=O)CNC[C@H]34)cc2)c1	·	·	-1.4	·	-22.2	3.4	-0.1	·
CCN(CC)C(=O)c1[nH]cnc1C(=O)N[C@@H](CC(C)C)C(=O)OC(C)(C)C	3.6	-1.6	·	8.1	-17.3	-1.0	-0.2	1.7
NS(=O)(=O)c1cccnc1Nc1cccc(Cl)c1	14.8	2.1	·	1.4	·	·	·	-0.4
Cc1cccc(N2C(=O)C(CC(=O)Nc3cccc(F)c3)N(CCc3ccncc3)C2=O)c1 (stereo unspecified)	-4.6	·	-4.8	-10.2	-40.9	-5.5	·	·
COC(=O)C[C@H]1CC[C@H]2[C@@H](COc3ccc(NS(=O)(=O)c4ccccc4Cl)cc3C(=O)N2C)O1	·	·	2.1	·	4.0	21.8	0.0	·
COc1ccc2cc(C(c3nnnn3CCc3ccccc3)N3CCC(O)CC3)c(=O)[nH]c2c1 (stereo unspecified)	-4.3	-1.5	·	2.6	·	·	·	-1.7
CC1(C(=O)Nc2cccc3c2CCCC3)CCN1C(=O)CCC1CCCC1 (stereo unspecified)	·	-15.5	6.8	9.6	-3.7	-2.4	-0.2	2.9
Cc1cccc(-n2nnc(C(=O)NCc3ccco3)c2N)c1	-2.9	-3.2	·	15.0	·	·	·	-4.0
COc1ccccc1NC(=O)N[C@@H]1CC[C@H](CCNC(=O)c2ccc3c(c2)OCO3)O[C@@H]1CO	3.0	-3.3	-1.8	-3.4	-25.6	4.3	-0.2	18.1
C[C@@H]1CCCCO[C@@H](CN(C)S(=O)(=O)c2ccc(F)cc2)[C@H](C)CN([C@H](C)CO)C(=O)c2cc(NC(=O)Nc3cccc4ccccc34)ccc2O1	1.5	-3.3	-2.6	2.4	-0.8	-3.0	0.0	-3.4
CCOC(=O)N1CCN(C(=O)c2cccn3c(=O)c4c5c(sc4nc23)CCCC5)CC1	·	·	-1.5	·	-20.3	-6.4	0.7	·
COc1ccc(S(=O)(=O)Nc2cccc3c2O[C@H](CN(C)S(C)(=O)=O)[C@H](C)CN([C@@H](C)CO)C3=O)cc1	-1.7	0.6	0.3	-2.8	-10.5	12.7	-2.5	2.4
O=C(COC(=O)CNC(=O)c1cccc([N+](=O)[O-])c1)Nc1ccccc1OC(F)F	-1.2	·	1.0	-10.8	-13.9	-1.8	·	·
CCO[C@H]1OC(C(=O)NC2CC2)=C[C@@H](c2ccccc2)[C@@H]1CCCO	-8.5&-4.0	16.3&0.6	-1.2&1.4	-7.1	12.8&-1.7	1.1&1.3	-0.3	7.2&2.4
COc1cc(/C=C/C(O)=C/C(=O)/C=C/c2ccc(O)cc2)ccc1O	5.4	-68.3	·	1.2	-108.9	-1.0	-0.9	-3.4
C=CCn1c(-c2ccc(F)cc2)n[nH]c1=S	-8.6	·	0.2	·	-20.0	4.7	·	·
COc1cc(/C=C/C(=O)OCC(=O)N2CCC(Cc3ccccc3)CC2)ccc1O	-3.5	-1.7	0.3	·	-0.7	3.1	0.1	-4.0
O=C(CSc1ncnc2nc[nH]c12)c1ccc(Cl)cc1	1.8	-4.8	1.0	6.1	-42.8	-2.0	·	-2.7
CCC(CC)C(=O)N1CCCC(c2nc(-c3cccs3)no2)C1 (stereo unspecified)	-2.0	-5.7	·	37.3	·	·	·	3.4
O=C(CN1C(=O)C(=O)N(C2CCCC2)C1=O)Nc1ccccc1OC(F)F	23.2	-7.4	-3.1	0.3	-7.3	1.8	·	-9.2
CN(C)c1ccc(C(=O)N2CCCC(N3CCN(Cc4ccc5c(c4)OCO5)CC3)C2)cc1 (stereo unspecified)	8.3	8.9	-0.9	-2.2	-5.4	5.3	0.3	3.5
COc1ccccc1C(=O)Nc1ccc2c(c1)C(=O)N(C)C[C@@H](OC)[C@@H](C)CN(C)[C@H](C)CO2	5.8	7.7	0.9	-3.6	0.1	-4.3	-0.1	1.1
C[C@@H]1COc2cccc(N3CCCC3)c2S(=O)(=O)N1	·	·	-34.7	·	-4.9	0.1	0.2	·
CC(=O)NC[C@@H]1[C@@H](c2ccccc2)[C@H](CO)N1C(=O)Cc1cccnc1	-8.0	-3.6	1.6	-1.0	-6.7	2.8	-0.2	0.8
O=C(O)C1CCCN1c1ncccn1 (stereo unspecified)	-8.5	1.5	·	-7.3	·	·	·	-0.5
COc1ccc(S(=O)(=O)Nc2cccc(C)c2C)c2cccnc12	-2.1	-17.2	·	0.8	4.8	1.3	0.3	-0.2
Carrying on:
SMILES	ARNT TACC3 PPI	RAD54 inh	CASP6 VEID inh	esBAF inh	RAD52 inh	ERp5 block	E-selectin induc	PglD inh
CC(Nc1ccc(F)cc1)=[N+](C)CCNS(=O)(=O)c1ccc(Cl)cc1	-1.7	-0.8	4.0	8.3	-2.8	-5.5	·	3.6
C[C@@H]1CN([C@@H](C)CO)C(=O)CCCn2nncc2CO[C@H]1CN(C)C(=O)c1ccc(N2CCN(C)CC2)cc1	-9.9&-2.3	-3.8&3.0&3.0	-12.5&-2.6&-18.1	-4.4&1.1&-0.6	-3.7&-15.4&10.7	-4.2&6.0&7.0	-0.3	-1.3&0.9&5.1
NS(=O)(=O)c1ccc(NS(=O)(=O)/C=C/c2ccccc2)cc1	-28.1	9.8	·	-2.8	·	·	·	-1.8
COc1cccc(CC2(CO)CCCN(Cc3sc(N4CCCC4)nc3Cl)C2)c1 (stereo unspecified)	9.4	·	-1.8	·	-453.0	1.3	0.3	·
O=C(NCCc1ccccc1)c1ccccc1C(F)(F)F	·	-7.9	0.8	19.1	-10.3	5.4	0.0	-1.5
C[C@@H]1CN([C@@H](C)CO)C(=O)c2cc(NS(=O)(=O)c3cccs3)ccc2O[C@@H]1CN(C)Cc1ccc(C(F)(F)F)cc1	-5.6	-6.1	-1.8	0.1	5.4	12.2	-6.0	2.6
COc1ccc(-c2coc3c(C(=O)NC4CCCCC4)cccc23)c(C)c1	·	1.7	0.2	20.0	-15.7	-6.6	-0.4	3.2
O=C(Oc1ccc(Br)cc1)c1cccnc1	-6.5	-2.5	-3.8	-1.7	-11.7	0.6	0.0	-7.6
Cc1cc(C)nc(SCc2nnc(SCC(=O)Nc3ccc(Cl)c(C(F)(F)F)c3)o2)n1	2.7	1.7	·	0.1	·	·	·	1.9
CC(=O)c1cccc(NC(=O)CN(C2CCCCC2)S(C)(=O)=O)c1	1.4	-3.6	·	-2.0	·	·	·	2.6
O=C(C[C@@H]1CC[C@H]2[C@@H](COC[C@H](O)CN2C(=O)Nc2cccc(F)c2)O1)NCCCN1CCOCC1	0.5	9.1	-1.8	5.6	-2.6	4.7	0.1	-0.4

Part of the list above, as comma-separated lines:
smiles,ARNT TACC3 PPI,RAD54 inh,CASP6 VEID inh,esBAF inh,RAD52 inh,ERp5 block,E-selectin induc,PglD inh
NS(=O)(=O)c1ccc(NS(=O)(=O)/C=C/c2ccccc2)cc1,-28.1,9.8,·,-2.8,·,·,·,-1.8
CC(=O)c1cccc(NC(=O)CN(C2CCCCC2)S(C)(=O)=O)c1,1.4,-3.6,·,-2.0,·,·,·,2.6
CC(Nc1ccc(F)cc1)=[N+](C)CCNS(=O)(=O)c1ccc(Cl)cc1,-1.7,-0.8,4.0,8.3,-2.8,-5.5,·,3.6
